Bioassay records: PubChem BioAssay, National Center for Advancing Translational Sciences (NCATS)
Giardia killer – Small Molecules that selectively kill Giardia lamblia: qHTS; Giardia lamblia trophozoite viability; activity change, % at 7.66 µM, hits read low; 340,000 compounds, 0.15% hits; AID 540267, 2011; in the data active = activity change below about -80%; inconclusive = between about -30% and that limit;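 also: parasites exposed to compound for two days anaerobically before the ATP read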
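Anaerobic 48 hrs incubation at 37 deg C of 100 trophozoites/well with test compounds; ATPLite 1-Step luminescence, 15-30 min RT, reports cellular ATP as viability.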
uPA generation – qHTS for Inhibitors of Cell Surface uPA Generation. cell surface uPA generation assay, qHTS. 330,000 compounds, 0.31% hits. Potency, µM (series often up to 38.3 µM), inactives show at the top dose activity change, negative = inhibition, hits mostly inhibitors; active = well fitted inhibition curve with a large enough effect; inconclusive = small, poorly fitted or top-dose-only effect; inactive = no such curve, though single readings can be large or run the other way; tested in mouse RAW 264.7 cells; also: potency is read from the fitted curve at half-maximal effect; nearly all actives have a fitted effect of over 55% in size
B2AR arrestin – qHTS assay of beta-arrestin-biased ligands of beta2-adrenergic receptor; beta-arrestin recruitment to beta2AR, cell-based reporter; Potency, µM (series often up to 46.1 µM), without a hit: at the highest dose activation, hits mostly activators; 330,000 compounds, 0.02% hits;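 also: potency is read from the fitted curve at half-maximal effect; 0% = DMSO controls and full agonism = EC100 isoproterenol or metaproterenol; nearly all actives have a fitted effect of over 65% in size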
KCNH2 3.1 block – qHTS for Inhibitors of KCHN2 3.1: Mutant qHTS; activity change, % (tested at about 1.8 µM); Potassium voltage-gated channel subfamily H member 2, brain isoform KCNH2 3.1 (human); U2OS KCNH2 3.1, thallium flux FluxOr; stronger effect = lower value; 340,000 compounds, 0.95% hits;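 active = maximum activity change below -70%; inconclusive = maximum activity change from -70% to -50%; inactive = maximum activity change above -50%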;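 also: thallium influx rate constant from kinetic fluorescence after stimulation buffer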
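Normalized rate constant (relative to positive and negative DMSO controls) derived from a 2 min kinetic fluorescence read after stimulation; U2OS cells expressing the 3.1 isoform via virus at 1.77 x 10^8 /mL.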
Eya2 phos inh – qHTS Assay for Inhibitors of the Phosphatase Activity of Eya2; Protein phosphatase EYA2 (Homo sapiens), O00167; Potency, µM (highest dose often 76.9 µM), for the others: at the top dose activity, negative = inhibition, usual class: inhibitors; 330,000 compounds, 0.006% hits; recombinant Eya2, OMFP fluorescence dephosphorylation (OMFP is methylfluorescein phosphate); also: potency is read from the fitted curve at half-maximal effect
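Eya2 (0.2 uM) preincubated 10 min at ambient with compound, then OMFP substrate added at 50 uM; 10 min reaction in 50 mM HEPES pH 7.5, 50 mM NaCl, 5 uM MgCl2, 0.05% BSA, 1 mM DTT. Fluorescence read at Ex 485/Em 525 nm.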
hERG WT inh – qHTS for Inhibitors of KCHN2 3.1: Wildtype qHTS; 340,000 compounds, 0.37% hits; Voltage-gated inwardly rectifying potassium channel KCNH2 (Homo sapiens), Q12809; U2OS, BacMam KCNH2, thallium flux FluxOr; stronger effect = lower value; AID 720551, 2013; activity change, % at 1.84 µM;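 active = maximum activity change below -70%; inconclusive = maximum activity change between -70% and -50%; inactive = maximum activity change above -50%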
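U2OS cells transduced with wild-type KCNH2 virus are loaded with FluxOr dye for 45 min, and thallium flux is measured in kinetic reads before and after stimulation buffer. Rate constants are normalized to DMSO controls.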
FBPA coupling cs – qHTS Assay for Inhibitors of Fructose-1,6-bisphosphate Aldolase from Giardia Lamblia: Coupling assay counterscreen; activity change, negative = inhibition, % at 58.2 µM, hits read low; 290,000 compounds, 0.67% hits; coupling enzyme system counterscreen, AmpLite Red fluorescence; in the data active = activity change below about -30%
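First, compound is pin-transferred into glyceraldehyde-3-phosphate coupling-enzyme reagent at 57.5 uM final and held 10 min at RT. Next, substrate, coupling system and AmpLite Red are added. After 20 min RT, fluorescence (525/598 nm) is read.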
USP2a inh – qHTS Assay for Inhibitors of Ubiquitin-specific Protease USP2a Using CHOP2 as the Reporter. Ubiquitin carboxyl-terminal hydrolase 2 (Homo sapiens), O75604. USP2 core, Ub-CHOP2 coupled fluorogenic reporter, 485/531. Potency, µM (titrated, usually from 38.3 µM), for the others: at the highest dose activity change, negative = inhibition, usual class: inhibitors. 330,000 compounds, 0.01% hits. AID 463254, 2010;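 also: potency is read from the fitted curve at half-maximal effect; plate controls were DMSO wells for no effect and full inhibition by NEM control for full effect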
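Deubiquitinase activity read as fluorescence (485/531 nm) after Ub-CHOP2 cleavage activates the enterokinase reporter on its substrate; USP2 core 10nM, Ub-CHOP2 and substrate 25nM each, 30min compound preincubation then 60min RT; data normalized to NEM, curves fitted.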
BCR signal inh – qHTS Assay to Find Inhibitors of Chronic Active B-Cell Receptor Signaling. ABC-DLBCL IkBa-CBG/CBR reporter, luminescence ratio, 4 h. Potency, µM (doses to about 46.1 µM), for inactives: at the top dose ratio change, negative = lower green/red ratio, most hits filed as inhibitors. 340,000 compounds, 0.05% hits. AID 493014, 2011; active = well fitted inhibition curve with a large enough effect in the signal ratio, with a control signal flat, not every such curve was filed as active; inconclusive = small, poorly fitted or top-dose-only effect, or effect the other way, or a change in a side signal; the % refers to the signal ratio;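 also: potency is read from the fitted curve at half-maximal effect; plate controls were basal doxycycline-induced cells for no effect and cells given 10 µM MG132 for full effect; MG132 reads +100%, hits lower the ratio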
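TMD8 ABC-DLBCL cells carrying doxycycline-inducible green luciferase fused to IkappaBalpha plus unfused red luciferase were exposed to compounds (up to 46 uM) for 4 hrs at 37C. Activity came from the overlap-corrected green/red luminescence ratio.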
PKM2 activator – qHTS Assay for Activators of Human Muscle isoform 2 Pyruvate Kinase. Potency, µM (titrated, usually from 57.5 µM), for the others: at the highest dose activation, most hits filed as activators. purified PKM2, Kinase-Glo ATP luminescence, activation; response scale: 0% is enzyme alone, no compound. Pyruvate kinase PKM (Homo sapiens), P14618. AID 1631, 2009. 260,000 compounds, 0.34% hits; also: potency is read from the fitted curve at half-maximal effect; nearly all actives have a fitted effect of over 55% in size
Target sequence (P14618 whole entry, looked up, canonical isoform): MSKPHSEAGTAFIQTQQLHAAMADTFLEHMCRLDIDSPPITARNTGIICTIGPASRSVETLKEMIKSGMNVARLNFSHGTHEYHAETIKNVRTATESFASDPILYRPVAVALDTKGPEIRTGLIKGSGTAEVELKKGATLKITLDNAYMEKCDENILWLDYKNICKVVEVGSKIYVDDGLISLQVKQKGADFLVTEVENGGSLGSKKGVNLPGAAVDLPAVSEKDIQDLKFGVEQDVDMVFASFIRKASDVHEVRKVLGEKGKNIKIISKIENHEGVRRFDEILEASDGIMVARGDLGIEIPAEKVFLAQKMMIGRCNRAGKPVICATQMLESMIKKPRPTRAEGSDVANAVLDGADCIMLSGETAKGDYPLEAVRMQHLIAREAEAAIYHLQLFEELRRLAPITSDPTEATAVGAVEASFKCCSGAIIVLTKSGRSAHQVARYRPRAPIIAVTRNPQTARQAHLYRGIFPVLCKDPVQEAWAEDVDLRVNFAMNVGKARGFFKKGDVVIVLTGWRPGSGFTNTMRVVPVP
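Purified hPK-M2 (>95% pure) converted ADP (0.1 mM final) to ATP with 0.5 mM PEP in 50 mM imidazole pH7.2, KCl, MgCl2, Tween 20, BSA; 1 h at room temperature. ATP detected by Kinase-Glo luminescence.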
GALK inhibitor – qHTS Assay for Inhibitors of Human Galactokinase (GALK) | 270,000 compounds, 0.007% hits | P51570 | Purified GALK, Kinase-Glo residual ATP luminescence | AID 1868, 2009 | Potency, µM (titrated, usually from 57.5 µM), inactives show top-dose activity change, negative = inhibition, hits mostly inhibitors; also: potency is read from the fitted curve at half-maximal effect
Target sequence (P51570 whole entry, looked up): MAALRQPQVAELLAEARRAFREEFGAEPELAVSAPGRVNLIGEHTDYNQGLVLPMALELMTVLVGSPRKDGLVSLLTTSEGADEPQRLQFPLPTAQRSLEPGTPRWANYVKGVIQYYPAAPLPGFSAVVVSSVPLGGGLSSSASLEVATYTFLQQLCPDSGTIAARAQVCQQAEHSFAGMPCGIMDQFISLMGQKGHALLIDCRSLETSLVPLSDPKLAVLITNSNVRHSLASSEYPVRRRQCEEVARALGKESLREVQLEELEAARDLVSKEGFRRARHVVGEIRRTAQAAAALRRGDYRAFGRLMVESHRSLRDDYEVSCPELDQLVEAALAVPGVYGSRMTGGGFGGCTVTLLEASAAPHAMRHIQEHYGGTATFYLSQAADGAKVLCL
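5 nM enzyme, 35 uM ATP, 100 uM galactose, 20 mM HEPES pH8.0, 5 mM MgCl2; 1 h RT; residual ATP by Kinase-Glo Plus luminescence, qHTS format.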
* hit, by the source's call; u = inconclusive; x = no result given. Unless noted, calls follow the shape of the dose curve; as a rule, active = well fitted curve in the direction sought with a large enough effect; inconclusive = small, poorly fitted or top-dose-only effect, or another doubt; inactive = no such curve, though single readings can be large; an effect the other way counts as inactive or inconclusive. Unless noted, % is scaled to controls: 0 for no effect and ±100 for the full control effect.

SMILES	Giardia killer	uPA generation	B2AR arrestin	KCNH2 3.1 block	Eya2 phos inh	hERG WT inh	FBPA coupling cs	USP2a inh	BCR signal inh	PKM2 activator	GALK inhibitor
O=C(OCC(=O)N1CCc2ccccc21)c1ccccc1[N+](=O)[O-]	-26	-5%	0.4%	7	-20%	-4	x	0%	-22%	x	x
CC(=O)Nc1ccc(S(=O)(=O)NC2=NCN(C)CN2)cc1	-18	-4%	-0.9%	x	-18%	11	1	5%	-1%	-7%	-2%
COc1ccccc1N1C(=O)CCC1(C#N)c1ccc(Br)cc1 (configuration not stated)	1	4%	0.4%	6	-6%	-1	2	1%	-16%	-6%	0%
COc1ccc(-c2nc3c([nH]2)c(=O)n(C)c(=O)n3C)c(OC)c1	-1	x	0.4%	3	-4%	8	1	1%	-1%	-3%	6%
O=S(=O)(c1cccs1)N1CN(Cc2ccc(F)cc2)c2nc3ccccc3nc21	-3	6%	-0.2%	3	0%	5	-7	3%	16%	-4%	-2%
Cc1ccc(C)c(S(=O)(=O)N2CCC3(CC2)OCCO3)c1	-10	-1%	0.2%	13	-16%	-15	x	-1%	2%	-5%	-3%
Nc1nonc1-c1noc(CCCCCN2C(=O)c3ccccc3C2=O)n1	-8	7%	-0.2%	-5	8%	u	3	1%	5%	-3%	0%
O=C(CSc1nc2ccc([N+](=O)[O-])cc2s1)NC1CCS(=O)(=O)C1 (configuration not stated)	5	-4%	0.0%	8	-2%	0	-1	0%	-9%	-1%	10%
CS(=O)(=O)c1ccccc1COC(=O)Nc1ccc(Cl)cc1	-5	-2%	0.3%	10	-3%	6	1	4%	u	3%	-2%
O=C1CCC([N+](=O)[O-])C(c2ccccc2Br)N1 (configuration not stated)	0	0%	-0.5%	-26	5%	1	0	4%	0%	-1%	-8%
CCOc1ccc(CCNC(=O)CN2C(=O)NC3(CCCCC3)C2=O)cc1OCC	-9	-14%	-0.3%	-7	-3%	-2	x	0%	0%	x	x
CCCC(=O)c1cc2c(cc1NC(=O)c1cccs1)OCCO2	-4	-1%	-0.2%	-6	-3%	16	-2	-1%	-1%	0%	2%
COC(=O)c1sc2ccccc2c1NC(=O)c1coc2ccccc2c1=O	4	3%	-0.2%	-2	-9%	10	0	1%	-12%	5%	0%
Cc1ccc(NC(=O)CCNC(=O)c2ccc(Br)cc2)cc1S(=O)(=O)N1CCOCC1	-8	-3%	-0.6%	9	18%	20	x	1%	-2%	x	x
O=S(=O)(c1ccc(Cl)cc1)c1nc(-c2ccco2)oc1N1CCCCC1	-3	19%	11%	-9	11%	4	x	2%	4%	-4%	6%
O=C(COC(=O)c1ccc(Br)o1)Nc1ccc2c(c1)OCCO2	-10	13%	0.1%	2	-6%	14	x	2%	u	x	x
COc1ccccc1NC(=O)COC(=O)CNC(=O)C1CCCCC1	6	4%	-1.7%	5	-10%	0	x	-1%	u	x	x
Cc1ccccc1C(=O)N1CCN(c2ccccn2)CC1	-3	1%	-0.5%	3	-4%	-6	0	-1%	-12%	-25%	-3%
O=C(Nc1ccc(-c2ccc3nncn3n2)cc1)C1CCCC1	-3	-4%	-0.7%	-6	-4%	-10	1	-1%	u	2%	-2%
Cc1cccc2[nH]c(CN(C)Cc3nc(CC4CC4)no3)nc12	-17	2%	0.1%	10	-7%	-26	1	3%	-8%	1%	-2%
COc1ccc(-n2nc(C(N)=O)nc2-c2ccccc2)cc1	25	-3%	0.3%	4	-14%	4	-1	-3%	-3%	14%	-1%
CS(=O)(=O)N(CC(=O)NCc1ccncc1)Cc1ccc(Cl)cc1	1	2%	0.3%	5	1%	1	-1	0%	2%	-4%	-1%
CC(NC(=O)COC(=O)/C=C/c1ccc([N+](=O)[O-])cc1)c1ccccc1 (configuration not stated)	-5	3%	-0.4%	3	-3%	8	5	2%	-6%	-5%	1%
O=Cc1ccc(Oc2cc(-c3ccccc3)nc(-c3ccccc3)n2)cc1	-6	1%	0.4%	-9	5%	29	1	4%	-13%	-11%	0%
CCn1c(SCC(=O)Nc2cccc(NC(=O)c3ccco3)c2)nnc1-c1cccs1	-4	-4%	0.0%	-2	-18%	17	-5	0%	u	-3%	2%
Cc1cccc(C(=O)Nc2ccc(NC(=O)c3ccccc3)cc2)c1	-7	-5%	0.2%	-10	-8%	16	0	-3%	u	0%	3%
O=c1cc(O)nc(SCc2ccc(Cl)cc2)[nH]1	6	3%	0.1%	-3	9%	1	5	-1%	3%	0%	-2%
Cn1c(=O)c2c(nc(NCCc3ccccc3)n2Cc2ccc(F)cc2)n(C)c1=O	-10	u	-0.2%	23	-39%	-8	-12	-2%	8%	4%	0%
Cc1ccc(C)c(NC(=S)N2CCCC2)c1	8	1%	-3.0%	-1	11%	5	4	2%	-6%	-2%	0%
CC(C)Cc1nnc(NC(=O)CCC(=O)N2CCN(Cc3ccc(Cl)cc3)CC2)s1	-10	-1%	-0.1%	-10	-12%	15	-4	-2%	0%	-5%	-3%
CC(C)(C)c1cnnn1-c1ccc(-c2csc(N)n2)cc1	9	19%	-0.3%	0	8%	-12	0	1%	3%	0%	0%
CC(NC(=O)Cn1c(=O)[nH]c2ccsc2c1=O)C12CC3CC(CC(C3)C1)C2 (configuration not stated)	5	5%	0.1%	5	9%	1	-1	2%	15%	0%	1%
CC(C)c1cccc(C(C)C)c1OCCCCN1CCCC1	1	-9%	-1.0%	5	-17%	7	2	-7%	u	-3%	3%
C=CCn1c(=S)[nH]c2scc(-c3cccs3)c2c1=O	5	-7%	0.0%	13	5%	-4	9	11%	13%	6%	-5%
CC1=C(C(=O)Nc2ccccc2)C2(CCCCC2)C(C#N)=C(S)N1	-10	10%	0.1%	8	-13%	4	0	1%	6%	0%	4%
O=C(CCc1nc2ccccc2c(=O)[nH]1)NNC(=O)c1cccc(Cl)c1	20	5%	0.1%	6	-19%	4	x	1%	-3%	x	x
CCOC(=O)N/N=C/c1c(C)nn(-c2ccccc2Cl)c1Cl	-1	-11%	-0.3%	-2	5%	-13	-1	3%	-24%	1%	-1%
CC(C)C(=O)NC(=S)N(Cc1ccccc1)Cc1ccccc1	4	-19%	-0.9%	9	0%	6	3	2%	-8%	0%	1%
O=C(CN(c1ccc(F)cc1)S(=O)(=O)c1ccc2c(c1)OCCO2)Nc1ccc2c(c1)OCO2	-20	3%	0.4%	-2	1%	-4	0	-1%	11%	-8%	3%
O=C(NCCCn1ccnc1)c1cc2nc(-c3ccc(Br)cc3)cc(C(F)(F)F)n2n1	29	-6%	0.5%	-21	1%	2	0	4%	u	0%	-2%
O=C(NCCO)C(O)C(O)C(=O)NCCO (configuration not stated)	-4	2%	0.0%	0	4%	-3	-1	u	u	-5%	0%
O=C(NCc1ccccc1)C(c1ccccn1)N(C(=O)c1csnn1)c1ccccc1F (configuration not stated)	12	4%	-0.2%	-10	-10%	4	-3	3%	u	0%	1%
COc1ccc(N2CC(C(=O)N[C@H](C(=O)NC3CCCC3)C(C)C)CC2=O)cc1 (some centres not stated)	15	-5%	0.4%	-1	2%	2	x	-6%	0%	x	-4%
CCNc1c(NC(=O)c2cccs2)c(=O)oc2ccccc12	-13	0%	0.0%	-4	15%	6	0	-2%	-12%	-1%	7%
COc1ccc(N(C(C)C(=O)Nc2ccc(S(=O)(=O)N3CCCCC3)cc2)S(C)(=O)=O)cc1 (configuration not stated)	1	-6%	0.0%	-4	-7%	1	0	0%	-11%	x	0%
O=C(NC1CCN(Cc2ccc3ccccc3c2)CC1)c1ccccc1	-7	-3%	0.7%	-79*	9%	1	0	0%	-10%	x	-2%
O=c1oc2ccccc2c2nccnc12	1	x	-0.1%	2	-2%	11	2	0%	u	-7%	1%
CCCCNc1c(-c2ccc(SC3CCCCC3)c(OC)c2)nc2ccc(Cl)cn12	-2	-16%	-0.1%	-97*	-11%	-29	x	1%	u	x	x
